High-throughput results: PubChem, several laboratories
STEP block: blocks human striatal-enriched tyrosine phosphatase; 360,000 compounds, 0.25% hits; recombinant STEP, OMFP fluorogenic substrate, fluorescence; inhibition, % at 20 µM; P54829;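 active means inhibition at 20 µM, scaled per plate between control wells, above about 37%, limit read from the data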;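 further: 0% = DMSO with enzyme and substrate and 100% = substrate only without enzyme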
Target sequence (P54829 whole entry, looked up): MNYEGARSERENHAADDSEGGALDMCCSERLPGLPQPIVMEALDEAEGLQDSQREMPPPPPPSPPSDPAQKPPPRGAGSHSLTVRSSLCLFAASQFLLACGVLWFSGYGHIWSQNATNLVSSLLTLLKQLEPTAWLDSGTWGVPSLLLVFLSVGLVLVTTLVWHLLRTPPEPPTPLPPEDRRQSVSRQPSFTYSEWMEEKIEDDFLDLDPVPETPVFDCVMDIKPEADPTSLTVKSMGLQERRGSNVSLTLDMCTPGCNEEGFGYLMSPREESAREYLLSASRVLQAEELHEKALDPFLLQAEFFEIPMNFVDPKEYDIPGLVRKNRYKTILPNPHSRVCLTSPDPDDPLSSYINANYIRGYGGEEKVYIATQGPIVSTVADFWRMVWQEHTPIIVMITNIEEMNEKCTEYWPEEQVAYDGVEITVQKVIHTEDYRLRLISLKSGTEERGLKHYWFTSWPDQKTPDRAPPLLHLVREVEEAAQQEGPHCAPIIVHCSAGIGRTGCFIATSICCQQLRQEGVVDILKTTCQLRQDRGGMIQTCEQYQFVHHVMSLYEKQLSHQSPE
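Assay system: isolated STEP enzyme. Buffer or medium: pH 6.0 Bis-Tris with DTT and Tween 20. Also added: fluorogenic phosphatase substrate OMFP at 25 µM final. Dosing: 20 µM, 1% DMSO. Timing: 20 min reaction, room temperature, in the dark. Measured by: fluorescence intensity, excitation 480 nm, emission 540 nm. Evaluation: normalized % inhibition.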
DNMT1 inh: inhibitors of human DNMT1. P26358. inhibition (reported as % activation of signal), % at 10 µM. 360,000 compounds, 0.83% hits. DNMT1 molecular beacon, Hinp1I cleavage, fluorescence. AID 588458; in the data active means inhibition above about 50%
MsrA act: activators of bovine methionine sulfoxide reductase A; purified bovine MsrA, absorbance read-out; activation, % at 10.6 µM; 360,000 compounds, 0.3% hits; in the data active means activation above about 7.5%;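 further: 0% = vehicle and 100% = reference activator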
E coli Lon inh: E. coli protease La inhibition; P0A9M0; inhibition, % at 7.94 µM; purified E. coli Lon protease, fluorescence polarization; 360,000 compounds, 0.42% hits; AID 602123; in the data active means inhibition above about 13%, passing the limit was not always enough;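 further: 0% = enzyme with probe and DMSO and 100% = no enzyme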
Scp-1 inhibitor: Scp-1 (human) phosphatase inhibition | 340,000 compounds, 0.88% hits | inhibition, % at 20 µM | Q9GZU7 | Recombinant Scp1, phosphopeptide, malachite green phosphate absorbance;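 active means inhibition above about 50% at 20 µM, limit read from the data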;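 further: plate controls were DMSO wells with enzyme for no effect and wells lacking enzyme for full effect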
Target sequence (Q9GZU7 76-261 limits assumed): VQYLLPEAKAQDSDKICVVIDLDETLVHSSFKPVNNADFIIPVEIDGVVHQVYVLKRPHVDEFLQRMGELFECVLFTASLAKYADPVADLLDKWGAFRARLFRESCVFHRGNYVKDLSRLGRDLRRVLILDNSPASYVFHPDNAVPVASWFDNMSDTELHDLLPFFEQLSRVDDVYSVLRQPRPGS
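Material: truncated SCP-1 phosphatase (76-261aa) / Buffer or medium: 50 mM Tris acetate pH 5.5, 0.005% Tween-20, 10 mM MgCl2 / Compound dosing: one concentration, 20 µM, with 1.0% DMSO / Incubation: 45 min room-temperature reaction, 5 min colour, 30 min stabiliser / Detection: colorimetric free-phosphate detection, absorbance 630 nm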
LMPTP block: LMPTP (human) inhibition. AID 651560. P24666. 360,000 compounds, 0.22% hits. recombinant LMPTP-A, OMFP fluorogenic substrate, fluorescence intensity. inhibition, % at 20 µM;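 active means compounds that cut the enzyme signal by at least half of the control window in the single-dose screen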;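 further: plate controls were DMSO wells with enzyme plus substrate for no effect and substrate without enzyme for full effect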
Target sequence (P24666 whole entry, looked up): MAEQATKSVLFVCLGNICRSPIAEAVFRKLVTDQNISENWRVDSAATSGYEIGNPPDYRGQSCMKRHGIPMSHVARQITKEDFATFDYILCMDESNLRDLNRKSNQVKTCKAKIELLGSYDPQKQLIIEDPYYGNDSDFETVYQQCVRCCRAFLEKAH
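Test system – LMPTP-A phosphatase enzyme · Quantity – 0.625 nM LMPTP-A final · Reagent – OMFP substrate, 400 µM final · Dosing – one test concentration per compound, 20 µM, with 3% DMSO overall · Timing – 50 min enzyme reaction at room temperature, protected from light · Detection – fluorescence intensity · Controls – substrate-only low control, DMSO enzyme-plus-substrate high control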
NRP1-CendR mod: NRP-1/CendR interaction modulation | O14786 | FAM-RPARPAR peptide binding to NRP-1, fluorescence polarization | inhibition, % at 25 µM | 360,000 compounds, 0.85% hits;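 active means inhibition or corrected inhibition above about 18%, plus a signal ratio from 0.5 to 1.5, limit read from the data, passing the limit was not always enough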; further: strong numbers were not always called active
MsrA inh: inhibits bovine methionine sulfoxide reductase A; AID 651718; inhibition, % at 15.5 µM; 360,000 compounds, 0.75% hits; purified bovine MsrA, absorbance read-out; in the data active means inhibition above about 4.5%;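 further: 0% = vehicle wells with enzyme and 100% = reference inhibitor wells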
SUMO1 PPI mod: SUMO1-SIM interaction modulation; P63165; SUMO1 binding to a labelled peptide, TR-FRET, 1 h; inhibition, % at 20 µM; 360,000 compounds, 0.33% hits; in the data active means inhibition above about 37%
Target sequence (P63165 whole entry, looked up): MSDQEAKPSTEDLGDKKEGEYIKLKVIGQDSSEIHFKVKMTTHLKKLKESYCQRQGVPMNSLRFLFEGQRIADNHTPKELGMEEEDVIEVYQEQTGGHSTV
TbMetRS inhib: blocks T. brucei methionyl-tRNA synthetase activity; purified T. brucei MetRS, ATP depletion, Kinase-Glo luminescence; inhibition, % at 11.9 µM; 360,000 compounds, 0.4% hits; AID 624268;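 active means inhibition above a per-plate cutoff of the control wells' mean inhibition plus 3 SD, cut at about 5.5% in these data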;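 further: 0% = DMSO wells median and 100% = median of wells with control inhibitor compound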
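Dosing: 11.9 µM single point; system: parasite MetRS enzyme; technique: luminescence of leftover ATP; times: 15 min enzyme-compound preincubation, 2 h reaction, 10 min detection, 25 °C; replicates: each compound tested once; read-out basis: percent inhibition relative to median high and low control wells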
An asterisk follows results filed as active; · = no result given; & = joins results of further samples. An excerpt, so the mix of outcomes need not match the whole.

Compound	STEP block	DNMT1 inh	MsrA act	E coli Lon inh	Scp-1 inhibitor	LMPTP block	NRP1-CendR mod	MsrA inh	SUMO1 PPI mod	TbMetRS inhib
COC(=O)C1=C(c2cc3ccccc3s2)C[C@@H]2CC[C@H]1N2C(=O)NCCCOC(C)C	-2.2	0.4	-2.6	-3.1	-8.1	-0.5	-3.5	0.4	1.9	-0.1
O=S(=O)(c1cc(Cl)cc(Cl)c1)N1Cc2cc(N3CCOCC3)ccc2-n2nncc2C1	0.7	-1.1	-7.5	8.5	·	1.1	3.8	-0.4	-2.0	-1.4
BrCC(Br)C1CCC(Br)C(Br)C1 (centres undefined)	0.1	2.4	-5.0	0.2	-6.3	-0.8	-3.3	-0.3	6.7	-0.6
CCC(=O)N1CCN(CCN=Cc2c(O)n(C)c(=O)n(C)c2=O)CC1	-0.9	-2.1	-9.4	-1.4	-13.1	-2.3	8.1	-0.2	-4.5	-1.0
CCOP(=O)(OCC)C(NC(=O)c1ccccc1Cl)=C(Cl)Cl	-0.1	1.1	0.9	-0.8	5.2	-1.0	3.8	-0.4	0.9	-0.7
CCCCCn1c(=O)c(C(=O)NCc2ccc(Cl)cc2)c(O)c2ccccc21	0.6	-1.4	0.0	-6.3	-14.6	3.5	-14.0	1.1	8.1	-0.7
COC(=O)C1=C(c2ccc(OC)c(OC)c2)C[C@@H]2CC[C@H]1N2C(=O)NCC1CC1	3.7	2.0	-4.0	-5.5	-5.6	-1.7	11.9	1.1	3.0	-0.2
CC(=O)[C@H]1CCC2C3CC[C@H]4C[C@@H](O)CC[C@]4(C)C3CC[C@@]21C (some centres undefined)	-1.9	2.3	0.8	1.0	-6.8	-1.4	-7.4	0.3	3.9	-0.3
CN1Cc2c(c(C#N)c(N)n(C)c2=S)CC1(C)C	-3.8	-7.9	-1.9	39.7*	-7.0	0.1	42.6	·	-9.7	-0.4
O=P(O)(O)Cc1ccccc1OP(=O)(c1ccccc1)c1ccccc1	2.3	13.4	-11.4	-1.7	4.9	-1.4	-1.5	-0.5	0.4	-0.2
CN1C2C=C(N(C(=O)c3ccc(Cl)cc3)c3ccccc3)CC1CC2 (centres undefined)	-4.7	-1.8	-3.4	0.8	5.4	-3.9	-3.3	-0.2	3.3	-1.4
CCSc1cc(C2C(C#N)=C(N)Oc3n[nH]c(C)c32)c(C)o1 (centres undefined)	-2.2	-14.0	0.7	-0.6	-2.2	0.5	1.6	0.1	1.0	0.5
COc1ccc(CN2CCCCC2c2cccnc2)cc1C (centres undefined)	0.7	0.4	-9.9	-7.9	-2.7	-1.2	12.3	-0.6	1.9	-0.7
CCNc1nc(Cl)nc(NC(C)C)n1	-3.5	-1.5	-4.3	7.6	-7.6	-0.7	11.4	0.7	1.8	-0.1
Cc1nnc2n1-c1ccc(Br)cc1C(c1ccccc1Cl)=NC2	2.0	3.1	0.9	-4.2	-7.7	-2.0	2.4	-0.3	-2.3	0.0
O=C(O)C1CC2(Cl)C(Cl)=C(Cl)C1(Cl)C2(Cl)Cl (centres undefined)	2.1	6.0	-6.2	9.5	6.0	1.3	-0.8	-0.2	2.9	-0.3
Nc1c(C(=O)NCC2CCCO2)c2nc3ccccc3nc2n1Cc1ccco1 (centres undefined)	2.1	-18.9	-4.5	-40.5	-20.4	2.9	-35.5	1.7	-4.0	0.2
CC(C)CNc1c2c(nc3ccccc13)CCC2	-0.3	1.6	-2.5	-2.8	-2.8	24.6	-4.5	3.6	39.3*	0.2
Cc1ccnc(NS(=O)(=O)c2ccc(N=Cc3c(O)n(C)c(=O)n(C)c3=O)cc2)n1	-0.6	-3.5	-1.3	-12.2	1.1	0.4	-31.2	2.0	3.6	0.3
O=C(O)CCn1cc(C=C2C(=O)NC(=O)NC2=O)c(-c2ccc(Br)cc2)n1	3.5	4.8	3.2	8.7	8.0	-1.9	-34.0	-0.3	3.3	0.0
CC(=O)OC1(C)CC(C)C(=O)C(C(O)CC2CC(=O)NC(=O)C2)C1 (centres undefined)	1.5	5.9	-2.3	1.1	-10.0	-1.6	0.1	0.1	6.0	0.8
CCCCNC(=O)Nc1ccc(C(O)(C(=O)OC)C(F)(F)F)cc1 (centres undefined)	0.4	1.3	-3.4	-8.7	-1.5	-0.9	5.7	-0.7	1.9	-0.1
Cc1cc(OC(=O)c2cccs2)c2c3c(c(=O)oc2c1)CCCC3	0.4	3.5	-10.0	2.6	-17.0	3.6	-2.4	0.7	-8.2	-1.9
C[C@]12CCC3C(CC[C@H]4C[C@@H](O)CC[C@]34C)C1C[C@@H](O)[C@@H]2O (some centres undefined)	3.0	1.8	-2.1	-8.8	-12.4	-2.4	-1.7	0.7	7.8	-0.2
O=C(O)CCCOc1ccc(Cl)cc1Cl	-1.6	3.9	-1.7	0.6	-17.2	-1.0	6.3	-0.6	4.3	0.6
COc1ccc(OC)c(N2C(=O)NC(=O)C(CCc3ccncc3)(CCc3ccncc3)C2=O)c1	0.9	2.3	-7.8	-10.6	-6.6	-1.4	5.3	0.4	-4.3	-0.8
CN(C)CCNC(=O)c1cccn(Cc2cc(C(F)(F)F)cc(C(F)(F)F)c2)c1=O	-1.8	1.5	-9.4	-2.5	7.4	0.3	11.4	2.9	0.3	-1.2
N/C(=N/[N+](=O)[O-])N1CCN(C(=O)c2ccc(Cl)cc2)CC1	-0.2	1.6	-2.6	8.8	-0.9	0.7	8.6	0.3	0.6	0.1
COc1cc2c(cc1OC)C(C(=O)NC(C)C)C1CCCCN1C2=O (centres undefined)	2.8	0.0	-0.3	-8.3	-8.4	0.1	-10.5	2.2	1.2	0.5
COc1ccccc1N1C(=O)CC(=O)NC1=O	0.2	1.6	-3.7	-12.7	-4.5	-2.2	12.0	-0.9	2.0	-0.4

Rewritten with each value named: part of the list above
> Cc1ccnc(NS(=O)(=O)c2ccc(N=Cc3c(O)n(C)c(=O)n(C)c3=O)cc2)n1
  STEP block = -0.6; DNMT1 inh = -3.5; MsrA act = -1.3; E coli Lon inh = -12.2; Scp-1 inhibitor = 1.1; LMPTP block = 0.4; NRP1-CendR mod = -31.2; MsrA inh = 2.0; SUMO1 PPI mod = 3.6; TbMetRS inhib = 0.3

> O=C(O)CCn1cc(C=C2C(=O)NC(=O)NC2=O)c(-c2ccc(Br)cc2)n1
  STEP block = 3.5; DNMT1 inh = 4.8; MsrA act = 3.2; E coli Lon inh = 8.7; Scp-1 inhibitor = 8.0; LMPTP block = -1.9; NRP1-CendR mod = -34.0; MsrA inh = -0.3; SUMO1 PPI mod = 3.3; TbMetRS inhib = 0.0

Next part:
Compound	STEP block	DNMT1 inh	MsrA act	E coli Lon inh	Scp-1 inhibitor	LMPTP block	NRP1-CendR mod	MsrA inh	SUMO1 PPI mod	TbMetRS inhib
O=c1oc2ccccc2c(O)c1[C@H]1c2ccc(O)cc2Oc2c1c(=O)oc1ccccc21	8.9	1.3	-3.0	18.3*	-9.0	0.6	-68.6	4.0	7.7	0.2
CCCNC(=O)N1[C@H]2CC[C@@H]1C(C(=O)OC)=C(c1ccc(S(C)(=O)=O)cc1)C2	-2.6	1.6	-2.5	-8.9	-7.7	-1.6	16.6	1.1	-0.3	-0.3
COc1ccc(NC(=O)N2C[C@@H]3C[C@@H](C2)c2cccc(=O)n2C3)cc1	-4.8	-4.0	-4.2	-0.1	9.5	-0.9	7.3	-0.1	4.9	-1.6
CC1CC(OC(=O)c2ccccc2)(c2ccccc2)C(C)CN1C (centres undefined)	0.5	-0.2	-2.9	7.2	-7.2	0.9	4.7	-1.2	6.8	-0.9
C/C(=C\c1ccc(N(C)C)cc1)[N+](=O)[O-]	3.2	-6.0	-6.4	-11.8	-3.9	1.6	-1.7	-0.2	-2.6	0.1
Cn1cccc1CN1CCN(C(=O)COc2ccccc2)CC1	-0.4	-3.2	-1.7	-18.9	-2.2	-2.1	-8.9	0.5	-3.0	-1.1
CC1=C(C(=O)O)N2C(=O)[C@@H](NC(=O)CCCC(=O)O)[C@H]2SC1	-2.1	40.6	-2.0	7.2	-1.3	-0.4	-7.6	2.2	1.6	-0.4
COC(=O)C1=C(N)Oc2c(c(=O)oc3ccccc23)[C@]12C(=O)N(C)c1ccccc12	-0.5	1.6	-2.8	-4.6	10.5	1.3	10.3	0.5	-4.3	0.8
CCN(CC)P(=O)(NC(=O)C(Cl)(Cl)Cl)N(CC)CC.[Cl-].[Cl-].[Cl-].[Nd+3]	87.2*	27.3&22.7	-3.0&-12.6	8.3&6.8	101.3*	44.5&2.7	-1.9&6.0	-1.2&-1.1	106.7*	-0.4&-1.8
O=C1NCN(c2ccccc2)C12CCN(C(c1cccs1)c1nnnn1Cc1ccccc1)CC2 (centres undefined)	4.2	-4.8	0.2	-2.4	·	3.7	3.7	-0.3	2.5	-0.3
Cc1onc(-c2ccccc2)c1C(=O)N1CCC2(CC1)OCCO2	1.3	1.7	-1.6	6.5	-1.8	-0.8	-0.3	-0.2	-0.7	-0.5
CCOC(=O)C1C(=O)N(C)C2(C)CC1c1ccccc1O2 (centres undefined)	-0.9	-0.4	-0.6	1.6	-7.8	-1.9	2.4	0.4	1.6	-0.1
CCC1(Cc2ccccc2)C(=O)NC(=S)N(C)C1=O (centres undefined)	0.4	2.7	-1.1	-7.0	-7.7	-0.3	6.8	0.5	14.2	-0.4
COC(=O)C1=C(c2ccc(S(C)(=O)=O)cc2)C[C@@H]2CC[C@H]1N2C(=O)N1CCC(C)CC1	1.2	4.8	-2.1	-3.3	10.6	-2.7	22.7	0.3	11.5	0.3
COc1ccc(OC)c(/C=N/OC(=O)Nc2ccc(Cl)cc2)c1	-3.3	-1.7	-0.4	1.9	-15.2	-2.6	7.8	1.9	-3.4	0.0
CN(C)P1(=O)N(C)CCN1C	1.3	-1.4	-2.8	0.3	·	0.3	-5.5	0.2	-1.2	0.3

No new results follow: 5 of the compounds above.
Compound	STEP block	DNMT1 inh	MsrA act	E coli Lon inh	Scp-1 inhibitor	LMPTP block	NRP1-CendR mod	MsrA inh	SUMO1 PPI mod	TbMetRS inhib
O=c1oc2ccccc2c(O)c1[C@H]1c2ccc(O)cc2Oc2c1c(=O)oc1ccccc21	8.9	1.3	-3.0	18.3*	-9.0	0.6	-68.6	4.0	7.7	0.2
CCCNC(=O)N1[C@H]2CC[C@@H]1C(C(=O)OC)=C(c1ccc(S(C)(=O)=O)cc1)C2	-2.6	1.6	-2.5	-8.9	-7.7	-1.6	16.6	1.1	-0.3	-0.3
COc1ccc(NC(=O)N2C[C@@H]3C[C@@H](C2)c2cccc(=O)n2C3)cc1	-4.8	-4.0	-4.2	-0.1	9.5	-0.9	7.3	-0.1	4.9	-1.6
CC1CC(OC(=O)c2ccccc2)(c2ccccc2)C(C)CN1C (centres undefined)	0.5	-0.2	-2.9	7.2	-7.2	0.9	4.7	-1.2	6.8	-0.9
C/C(=C\c1ccc(N(C)C)cc1)[N+](=O)[O-]	3.2	-6.0	-6.4	-11.8	-3.9	1.6	-1.7	-0.2	-2.6	0.1
